# EPAC1 ag = agonists of human EPAC1. O95398. EPAC1 agonist qHTS, biochemical assay; response scale: 100% = response to 6.5 mM cAMP. Potency, µM (doses to about 154 µM), for inactives: at the highest dose activation, most hits filed as activators. 360,000 tested, 0.073% active. AID 720707; also: nearly all actives have a fitted effect of over 60% in size
# Target sequence (O95398 whole entry, looked up): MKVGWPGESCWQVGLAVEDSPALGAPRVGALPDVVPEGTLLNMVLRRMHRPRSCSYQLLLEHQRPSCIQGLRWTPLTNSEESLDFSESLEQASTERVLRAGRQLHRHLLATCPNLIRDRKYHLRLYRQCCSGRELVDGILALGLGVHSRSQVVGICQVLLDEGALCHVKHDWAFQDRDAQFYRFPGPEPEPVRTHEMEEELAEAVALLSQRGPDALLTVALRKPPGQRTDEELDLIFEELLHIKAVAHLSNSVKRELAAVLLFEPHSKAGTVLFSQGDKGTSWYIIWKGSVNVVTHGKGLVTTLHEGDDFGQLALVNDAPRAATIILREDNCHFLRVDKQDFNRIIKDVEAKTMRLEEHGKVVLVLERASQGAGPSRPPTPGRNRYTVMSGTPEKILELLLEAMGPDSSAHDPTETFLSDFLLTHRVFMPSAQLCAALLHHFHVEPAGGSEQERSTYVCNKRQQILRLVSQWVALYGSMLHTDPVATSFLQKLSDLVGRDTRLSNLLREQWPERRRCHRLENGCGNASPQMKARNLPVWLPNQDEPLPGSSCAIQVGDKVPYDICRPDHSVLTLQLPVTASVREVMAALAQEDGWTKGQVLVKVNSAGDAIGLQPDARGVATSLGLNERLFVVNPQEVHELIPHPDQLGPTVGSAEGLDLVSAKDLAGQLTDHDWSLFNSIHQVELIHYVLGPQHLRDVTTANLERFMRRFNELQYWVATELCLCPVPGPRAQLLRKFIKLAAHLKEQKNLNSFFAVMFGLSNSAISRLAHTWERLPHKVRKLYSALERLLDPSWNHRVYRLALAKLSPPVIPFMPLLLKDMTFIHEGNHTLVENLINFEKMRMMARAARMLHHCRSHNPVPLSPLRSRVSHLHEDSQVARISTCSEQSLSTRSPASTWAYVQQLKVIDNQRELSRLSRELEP
#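 EPAC1 100 nM, Rap1B–BODIPY-GDP 250 nM, unlabeled GDP 50 uM; compound titration; 5 min RT; kinetic read ex480/em540 at 5-min intervals ×30 min; data normalized to 6.5 mM cAMP agonist control.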
# aSyn yeast inh = rescues yeast growth from alpha-synuclein toxicity. Yeast expressing alpha-synuclein, growth rescue, BacTiter-Glo, 24 h. Potency, µM (titrated, usually from 46.1 µM), without a hit: at the top dose growth rescue (activation), most hits filed as activators. 370,000 tested, 0.14% active. AID 652106; also: % of control where 0% means no effect; nearly all actives have a fitted effect of over 65% in size
#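 Rescue of yeast growth: cells expressing toxic alpha-synuclein, induced in galactose at OD600 0.02, incubated with compound 24 h at 30 C. ATP luminescence quantified growth; inhibitors of toxicity appear as activators.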
# FUS yeast rescue = rescues growth of FUS-expressing yeast. Potency, µM (series often up to 76.6 µM), without a hit: at the highest dose growth rescue (activation), actives largely listed as activators. AID 1347120. 390,000 tested, 0.24% active. S. cerevisiae FUS-expressing, growth rescue, OD600, 24 h;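 also: plate controls were DMSO vehicle for no effect and reference control for full effect; nearly all actives have a fitted effect of over 55% in size; some results filed as inactive show a strong effect at the top dose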
#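 Compound concentration series was pinned onto galactose-induced FUS-expressing yeast seeded at OD 0.005. Plates sat 24hr at 30C; absorbance at 600 nm gave growth. DMSO served as background control.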
# EPAC1 antagonist = antagonists of human EPAC1 | EPAC1 GEF assay, Rap1b-BODIPY-GDP exchange fluorescence | Potency, µM (series often up to 115 µM), for the others: at the highest dose activity change, negative = inhibition, actives largely listed as inhibitors | O95398 | 360,000 tested, 0.14% active;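 also: plate controls were vehicle for no effect and positive control for full effect; nearly all actives have a fitted effect of over 50% in size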
# TDP43 rescue = rescues yeast growth from TDP-43 toxicity | 410,000 tested, 1.8% active | TDP-43 expressing yeast growth rescue, BacTiter-Glo, 24 h | Potency, µM (doses to about 46.1 µM), for inactives: at the highest dose growth rescue (activation), actives largely listed as activators | AID 652104; also: % of control where 0% means no effect; nearly all actives have a fitted effect of over 50% in size
#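 Yeast expressing TDP-43 (pregrown in raffinose, seeded at OD600=0.02 in galactose medium) exposed to compounds 24 hr at 30 deg C. Growth read by BacTiter-Glo luminescence; rescue of toxicity appears as increased signal.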
# EPAC2 ag = EPAC2 (human) agonism. Q8WZA2. EPAC2 activation, biochemical qHTS; response scale: 100% = 6.5 mM cAMP response. Potency, µM (titrated, usually from 154 µM), for the others: top-dose activation, hits mostly activators. 360,000 tested, 0.079% active; also: nearly all actives have a fitted effect of over 50% in size
#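 Setup: EPAC2 100 nM, labeled Rap1B complex 250 nM, free GDP 50 uM. Compound titrations pinned in, brief spin, 5 min room temperature incubation. Kinetic fluorescence read over 30 min, normalized to 6.5 mM cAMP.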
# PTHR1 ag = PTHR1 (human) receptor agonism. HEK293 GP2 PTHR1 cells, GloSensor cAMP luminescence, 1 h. 410,000 tested, 0.075% active. Q03431. Potency, µM (doses to about 115 µM), inactives show top-dose activation, hits mostly activators; also: nearly all actives have a fitted effect of over 55% in size; some results filed as inactive show a strong effect at the top dose; inactives centre near -15; many of its hits are not listed in these tables
#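 HEK-293-derived GP2 cells expressing PTHR1 and a GloSensor cAMP reporter, 3,000/well, plated overnight, given luciferin plus IBMX (each 0.5 mM as added) for 1 h at 37 °C, then compound for 1 h at 37 °C. Luminescence was read after 15 min at room temperature.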
# EPAC2 antag = antagonists of human EPAC2; Q8WZA2; EPAC2 GEF exchange of Rap1B-BODIPY-GDP, fluorescence; Potency, µM (top dose mostly 114 µM), without a hit: top-dose activity, negative = inhibition, actives largely listed as inhibitors; 360,000 tested, 0.18% active; AID 720708; also: % is scaled to controls: 0 for no effect and ±100 for the full control effect; nearly all actives have a fitted effect of over 45% in size; many of its hits are not listed in these tables
# * marks the source's active call; other numbers are inactive results; i = inactive; ? = inconclusive; · = no result given; & = joins results of further samples; [ ] = dose if it differs, or a comment. Calls follow the shape of the dose curve; as a rule, active = well fitted curve in the direction sought with a large enough effect; inconclusive = small, poorly fitted or top-dose-only effect, or another doubt; inactive = no such curve, though single readings can be large; an effect the other way counts as inactive or inconclusive. Potency is read from the fitted curve at half-maximal effect.
# Under each structure: aSyn yeast inh	EPAC1 antagonist	FUS yeast rescue	TDP43 rescue	EPAC2 ag	PTHR1 ag	EPAC2 antag	EPAC1 ag
1. O=C(NC(=S)NC1CCC(O)CC1)c1ccco1 (configuration not stated)
  10%	3%	·	24%	-5%	i	1%	8%
2. O=C(/C=C/c1ccc(S(=O)(=O)N2CCOCC2)cc1)N(CCO)Cc1ccccc1
  3%	9%	13%	22%	-7%	i	4%	-5%
3. NCCCCC(N)c1cn([C@@H](CCC(=O)O)C(=O)N2CCNCC2)nn1 (some centres not stated)
  -12%	0%	-13%	1%	8%	i	2%	-3%
4. CC(=O)N1C(C)(C)CC(=NOC(=O)c2ccc(C)cc2)CC1(C)C
  2%	1%	16%	23%	-8%	i	2%	1%
5. CC(Oc1ccccc1F)C(=O)NNC(=O)CCNC(=O)c1ccco1 (configuration not stated)
  1%	2%	-8%	13%	10%	i	2%	3%
6. CS(=O)(=O)N1CCN(S(=O)(=O)c2ccccc2[N+](=O)[O-])CC1
  -3%	-25%	-8%	9%	7%	i	-1%	4%
7. CCOC(=O)c1csc(-c2snnc2C)n1
  -5%	?	-32%	11%	6%	2%	9%	3%
8. CCN(CC)c1ccc(N=C2C=CC(=O)C=C2NC(C)=O)cc1
  -19%	-13%	54%	?	5%	-19%	-3%	15%
9. CC(C)(C)OC(=O)NCC(=O)N1CCC(C(=O)O)CC1
  -4%	-20%	-36%	12%	9%	i	-5%	5%
10. CS(=O)(=O)N1CCN(C(=O)NC23CC4CC(CC(C4)C2)C3)CC1
  0%	7%	8%	-14%	2%	i	5%	1%
11. O=C(Nc1nc2c(s1)CCCC2)c1ccc(S(=O)(=O)N2CCCc3ccccc32)cc1
  -2%	-8%	·	12%	6%	-31%[inhibitor]	-14%	4%
12. C=CCn1c(-c2csc(-c3ccc(OC)c(OC)c3)n2)n[nH]c1=S
  -1%	-18%	-6%	2%	-6%	i	6%	6%
13. CCOc1ccccc1Cn1c(=O)oc2ccc(C)cc21
  13%	-29%	-38%	15%	11%	-18%	?	15%
14. Cc1cc(C)c(C#N)c(SCc2ccccc2F)n1
  1%	-8%	-2%	-3%	7%	i	-12%	7%
15. CCC(Oc1ccccc1)C(=O)Nc1ccccc1C(=O)N1CCCCC1 (configuration not stated)
  -5%	9%	·	10%	0%	-7%	3%	2%
16. COc1ccc(S(=O)(=O)Cc2ccc(C(=O)NCCCN(C)c3ccccc3)o2)cc1
  -4%	8%	30%	-1%	7%	i	12%	4%
17. Cc1occc1C(=O)NCc1cccc(CNC(=O)c2ccoc2C)c1
  6%	-26%	?	-22%	10%	9%[57.5 µM]	-8%	4%
18. C=C(CCO)C1=CCN(S(=O)(=O)C(C)(C)C)[C@H]1CCO
  1%	7%	-13%	-7%	18%	-11%	?	-19%
19. COc1ccc(CCN2C(=NC(=O)C(C)C)SC3CS(=O)(=O)CC32)cc1 (configuration not stated)
  -3%	4%	17%	-6%	4%	i	1%	4%
20. CCOc1ccc(CN2CCN(CC3CC3)CC2CCO)cc1 (configuration not stated)
  -1%	-7%	-15%	-11%	2%	i	8%	-7%
21. COC(=O)C1CC(c2ccccc2)N(c2ccccc2)O1 (configuration not stated)
  6%	-12%	-27%	3%	1%	i	?	-4%
22. CC(OC(=O)CCc1nc2ccccc2c(=O)[nH]1)C(=O)Nc1ncc(Cl)cc1Cl (configuration not stated)
  5%	3%	-10%	-5%	3%	-23%	-1%	0%
23. O=c1c2ccccc2c(-c2ccccc2)nn1-c1cc(Cl)cc(Cl)c1
  -3%	-5%	-26%	3%	5%	i	4%	14%
24. COc1cc(OC)c2c(c1)C(=O)c1cc(OC)cc(OC)c1C2=O
  1%	0%	-10%	9%	-1%	-6%[57.5 µM]	6%	7%
25. c1ccc(Nc2ccccc2)cc1
  3%	2%	5%	27%	12%	-21%	2%	-19%
26. CCC(C(=O)O)n1cnc2scc(-c3ccc(C)c(C)c3)c2c1=O (configuration not stated)
  1%	-8%	-4%	-4%	-11%	-15%	-7%	-3%
27. O=C(OCC(=O)N1CCCC1=O)c1ccc(O)cc1O
  0%	-14%	-4%	26%	3%	-6%	0%	-63%[inhibitor]
28. Cc1ccc(S(=O)(=O)/N=C(\c2ccc(Cl)cc2)N2CCOCC2)cc1
  5%	2%	8%	5%	-4%	i	4%	1%
29. Cc1ccc(C(=O)N2CCc3ccccc32)cc1NC(=O)c1ccco1
  -18%	10%	18%	-8%	6%	i	2%	1%
30. CC(=O)N1CCCc2ccccc21
  -2%	2%	3%	-18%	10%	-2%[57.5 µM]	0%	5%
31. Cc1cc(N/N=C/c2ccc(O)cc2)c2cccc(C)c2n1
  ?	0%	22%	13%	-3%	i	1%	3%
32. CCOCCN1CCN(c2c3c(nc4cc(-c5ccc(F)cc5)nn24)CCC3)CC1
  -5%	-21%	16%	19%	-1%	-7%	-8%	1%
33. CCc1ccc(-n2c(SCC(=O)Nc3cccc(S(=O)(=O)NC4=NCCCCC4)c3)nc3ccccc3c2=O)cc1
  -2%	-23%	·	-6%	4%	?	-27%	-2%
34. O=C(CSc1nnc(CNC(=O)c2ccccc2)o1)Nc1ccc2c(c1)OCO2
  -5%	-24%	·	12%	6%	-18%	-2%	-1%
35. Oc1c(C=C2N=c3ccccc3=N2)sc(=S)n1C1CCCCC1
  1%&-4%	-1%&-4%	-18%	14%&3%	-10%&-6%	i	4%&0%	1%&12%
36. CCS(=O)(=O)N1CCCC(C(=O)NCCCOC)C1 (configuration not stated)
  1%	18%	-18%	7%	12%	i	0%[57.1 µM]	0%
37. O=C(NCc1ccco1)c1cc(-c2ccncc2)nc2ccccc12
  -2%	-3%	6%	-17%	0%	i	1%	3%
38. Cc1cc(Nc2cccc(Cl)n2)n(-c2ccccc2)n1
  1%	-24%	·	?	2%	-10%	0%	8%
39. COc1cccc(NC(=O)N2CCCC2C(=O)NC(C)C)c1 (configuration not stated)
  0%	0%	-12%	-3%	1%	i	2%	0%
40. Cc1noc(C)c1S(=O)(=O)N(C)C[C@H]1OCCCC[C@@H](C)Oc2ccc(NC(=O)CCCN(C)C)cc2C(=O)N([C@H](C)CO)C[C@@H]1C
  -2%	8%	2%	3%	6%	-24%	8%	1%
41. CCN(c1ccccc1)S(=O)(=O)c1ccc(NC(=O)c2nc(S(C)(=O)=O)ncc2Cl)cc1
  9%	-4%	?	7%&25%	4%	-90%&-94%[inhibitor]	-13%	3%
42. O=C(CNC(=S)N(Cc1ccccc1)Cc1ccccc1F)NCCc1ccc(Cl)cc1
  0%	-27%	41%	-5%	9%	-34%[inhibitor]	?	3%
43. COc1ccc(Cc2nc3ccccc3n2C)cc1
  0%	-2%	22%	2%	7%	-18%	-11%	8%
44. Cc1cccc(/C=N\Nc2nnc(-c3ccccc3)c(=O)[nH]2)c1
  -1%	-2%	11%	14%	-5%	-26%	6%	10%
45. O=[N+]([O-])c1cccc(C=NN=Cc2ccccc2O)c1
  5%	-3%	·	9%	10%	-21%	0%	-4%
46. COc1ccc(N/C=C2\CCc3ccccc3C2=O)cc1
  7%	-20%	5%	23%	100µM*	-41%[inhibitor]	0%	?
47. O=C(NNC(=O)c1cc2cc(OC(F)(F)F)ccc2[nH]1)c1cccc(C(F)(F)F)c1
  -1%	-13%	38%	-18%	-5%	i	-14%	0%
48. COc1ccc(-c2c(C#N)c(N)nc3sc(C(=O)c4ccc(C)cc4)c(N)c23)cc1
  1%	7%	·	-23%	-7%	-21%	18%	1%
49. COc1cc(N=c2c([N+](=O)[O-])nn(-c3ccc4c(c3)OCCO4)n2O)cc(OC)c1
  -9%	-3%	·	21%	1%	-5%	-4%	8%
50. CC1CCCN(CCCCOc2cccc(Br)c2)C1 (configuration not stated)
  15%	-3%	·	-22%	-2%	-19%	-6%	-2%
51. CCn1c(CC(=O)Nc2ccc(F)cc2)nnc1SCC(=O)N1CCOCC1
  3%	-6%	23%	6%	28%	i	29%	?
52. Cc1ccn2cc(CCNS(=O)(=O)c3ccc4c(c3)CCCC4)nc2c1
  9%	-2%	-4%	28%	6%	-19%	-6%	0%
53. CC12CCC(c3c(C(=O)O)nn(-c4ccc(F)cc4)c31)C2(C)C (configuration not stated)
  6%	-1%	?	-4%	2%	-19%	-12%	4%
54. Cc1cnc(C(=O)OCC(=O)N(Cc2ccccc2)C(C)C)cn1
  -1%	1%	-2%	-7%	0%	-14%	6%	-5%
55. Cc1ccc(Nc2c([N+](=O)[O-])ccc3nonc23)c(C)c1
  -10%	-16%	-6%	4%	4%	-10%	-1%	-10%
56. NS(=O)(=O)c1cccc(NC(=O)c2cncc(Br)c2)c1
  0%	7%	-16%	16%	13%	i	4%	8%
57. CC(C)N(C)S(=O)(=O)c1ccc(NC(=O)CSC(=S)N2CCCC2)cc1
  -7%	-25%	8%	19%	13%	-33%[inhibitor]	-1%	7%
58. CC(=O)Oc1ccc2oc(=O)c3c(c2c1)CCCN3C(=O)CN1CCOCC1
  -1%	-9%	3%	-1%	-2%	-9%	5%	-2%
59. CN(C(=O)COc1ccc(Br)cc1Cl)C1CCCCC1
  3%	-27%	15%	-7%[9.22 µM]	0%	-39%[inhibitor]	-26%	0%
60. Cc1c(CC(=O)NCCCC(=O)O)c(=O)oc2cc3occ(-c4ccccc4)c3cc12
  -6%	-12%	8%	-25%	3%	?	-5%	11%
61. CC1CC(C)CN(C(=O)c2ccc(NC(=O)c3ccc(=O)[nH]c3)cc2)C1 (configuration not stated)
  -5%	0%	-8%	11%	10%	i	2%	2%
62. O=[N+]([O-])c1ccc(S(=O)(=O)N2CCN(c3ccc(N4CCOCC4)nn3)CC2)cc1
  1%	-18%	-2%	-17%	6%	1%	-2%	1%
63. O=C(CSc1nnc(NC(=O)c2ccco2)s1)Nc1ccccc1Cl
  5%	-22%	1%	1%	-5%	i	1%	0%

# Record cards, as listed above. Screens in order: aSyn yeast inh | EPAC1 antagonist | FUS yeast rescue | TDP43 rescue | EPAC2 ag | PTHR1 ag | EPAC2 antag | EPAC1 ag
# Results for `O=C(CSc1nnc(NC(=O)c2ccco2)s1)Nc1ccccc1Cl` → 5% | -22% | 1% | 1% | -5% | i | 1% | 0%
# Results for `Cc1cccc(/C=N\Nc2nnc(-c3ccccc3)c(=O)[nH]2)c1` → -1% | -2% | 11% | 14% | -5% | -26% | 6% | 10%
# Results for `COc1ccc(-c2c(C#N)c(N)nc3sc(C(=O)c4ccc(C)cc4)c(N)c23)cc1` → 1% | 7% | · | -23% | -7% | -21% | 18% | 1%

# Bioassay records from PubChem BioAssay.

# The list is partial; rates above refer to the full screens.
